Ins promoter up – insulin promoter activators in MIN6 cells, imaging, high-content screening, mouse beta cells; MIN6 insulin promoter-GFP reporter; stronger effect = higher value; 190,000 compounds, 0.3% hits; z-score at 5 µM; AID 1625, 2009;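 active means z-score above 3 at 5 µM with at least 500 cells counted in the well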
bCat nuc transl – modulators of beta-catenin nuclear translocation, primary screen, imaging, HeLa cells, immunofluorescence, high-content; nuclear translocation activity, % at 5 µM; 190,000 compounds, 0.3% hits;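 active means nuclear translocation activity above 50% at 5 µM, with a well cell count of 50 or more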;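 further: per-cell ratio of nuclear to cytoplasmic median beta-catenin stain intensity; plate controls were DMSO negative control for no effect and GSK-3 inhibitor IX positive control for full effect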
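test system = HeLa cells, endogenous beta-catenin | dosing = single 5 µM dose plus 0.02–20 µM confirmation series | times = compound treatment 24 h, 37°C, 5% CO2 | technique = beta-catenin immunofluorescence imaging with DAPI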
human PMI inhibition – inhibitors of human PMI, primary screen, biochemical, fluorescence intensity, coupled assay (AID 1209); purified PMI enzyme, coupled fluorescence intensity; higher % means a stronger effect; 190,000 compounds, 0.42% hits; inhibition, % at 20 µM; hits with a dose series show IC50 in µM;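 further: plate controls were DMSO vehicle for no effect and wells lacking substrate for full effect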
MT stabilizer – microtubule stabilizers in HeLa cells, primary screen, imaging, high-content imaging; % tubulin-high responders, % at 10 µM; HeLa tubulin immunostaining HCS, 24 h; share of cells brighter than vehicle mean+2SD; 200,000 compounds, 0.83% hits;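 active means plate Z-score above 3 for both tubulin-high and condensed-nucleus cell shares, with cell loss under 80%, at 10 µM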;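 further: anti alpha tubulin signal scored within the nucleus-defined area of each cell; some results filed as inactive read as strong as hits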
Hep lipid drop – inhibitors of hepatocyte lipid droplet formation, primary screen, imaging, high-throughput imaging, BODIPY stain. inhibition, % at 6.5 µM. AID 1656, 2009. AML12 mouse hepatocytes, oleate lipid droplets. 240,000 compounds, 0.4% hits;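 active means lipid droplet intensity inhibited by at least 50%, with more than 500 cells counted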
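Material: mouse AML12 hepatocyte cell line, fixed after treatment; Timing: compound with oleate, overnight; Technique: high-content imaging of BODIPY-stained droplets and DAPI nuclei; Probe or stimulus: oleate, 100 µM final; Dosing: compound at 6.5 µM only.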
Autophagy HCS – autophagy modulators in MEF cells, primary screen, imaging, high-content, MEF GFP-LC3 | AID 463193, 2010 | MEF GFP-LC3 puncta imaging; test concentration mostly 10 µM | calls only at 10 µM (by protocol) | 190,000 compounds, 0.98% hits;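 active means percentage of spot-positive cells more than 3 SD above its plate mean, without a fluorescence outlier flag or 80% toxicity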;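 further: spot-positive cell cutoff set from DMSO-treated cells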
PMI inhibition – human PMI inhibitors, high substrate, primary screen, biochemical, fluorescence intensity, high mannose 6-phosphate (AID 1220); Mannose-6-phosphate isomerase (Homo sapiens); recombinant PMI enzyme, coupled fluorescence intensity; higher % means a stronger effect; one-dose inhibition, % at 20 µM; IC50 in µM for titrated hits; 190,000 compounds, 0.66% hits
T cell modulator – modulators of CD8 T cell-vesicle binding, primary screen, mouse 2C CD8+ T cells, flow cytometry. 2C CD8+ T cell-vesicle binding; stronger effect = lower value. calls only at 7 µM. 330,000 compounds, 0.068% hits;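 active means response, share of CD8 T cells binding vesicles, and their 90th percentile fluorescence all below set limits, cut at about 80% in these data, passing the limit was not always enough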
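material = purified 2C TCR transgenic mouse naive CD8+ T cells | controls = Unloaded micro-vesicles (low), QL9 vesicles with 0.7% DMSO (high) | detection = cytometric PE anti-B7-1 and Alexa647 anti-CD8 signals after 1% paraformaldehyde fixation | incubation = binding step 1.5 h, 37 °C, antibody labelling 20 min, ice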
TNAP activators – human TNAP enzyme activators, primary screen, biochemical, luminescent, no phosphate acceptor, uHTS (AID 1001). 200,000 compounds, 0.03% hits. activation fold at 20 µM, or EC50 in µM where a hit was titrated. Alkaline phosphatase, tissue-nonspecific isozyme (Homo sapiens). purified TNAP, luminescent activation assay, no phosphate acceptor; higher activation fold means a stronger effect; in the data active means activation fold from about 3, or a potency from the dose series; inactive means the rest, 99 in 100 with activation fold below about 1.6; further: many of its hits are not listed in these tables
Ins promoter up cell count – also measured in Ins promoter up; calls as there; cell count; measured here: cytotoxicity, nuclei count;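 total cells summed across four imaged fields per well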
Hep lipid drop cells 6.5 µM – also measured in Hep lipid drop; calls as there; cell count; measured here: cell count, cytotoxicity flag;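 cells counted across two imaged fields per well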
bCat nuc transl cell count 5 µM – recorded beside bCat nuc transl, whose call it bears; cell count; measured here: cell count, cytotoxicity flag
T cell modulator vesicle-bound % – further read-out of T cell modulator, marked with its call; double positive events, %; measured here: CD8+ vesicle-bound cell fraction;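 binding gate set so that unloaded-vesicle control wells show 10% double positive cells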
MT stabilizer Hoechst-high % – recorded beside MT stabilizer, whose call it bears; % Hoechst-high responders; measured here: nuclear condensation Hoechst responders;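 share of cells brighter than vehicle mean plus two SD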
MT stabilizer cytotoxicity % – further read-out of MT stabilizer, marked with its call; toxicity, %; measured here: cytotoxicity by cell density;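 0% = mean cell density of plate MIN control wells and 100% = no cells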
Autophagy HCS cell loss 18 h – further read-out of Autophagy HCS, marked with its call; toxicity, %; measured here: cell loss, nuclei count;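 cell loss after 18 h compound exposure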
* hit, by the source's call; i = inactive; / = not tested or not shown. Unless noted, no stated cut-off is given here; in the data, active means inhibition above about 50%; inactive means the rest. This is a random part of the collection (roughly 2.9% active in at least one column).

cpd	mol	T cell modulator vesicle-bound %	Autophagy HCS	MT stabilizer	PMI inhibition	human PMI inhibition	MT stabilizer cytotoxicity %	Hep lipid drop	Autophagy HCS cell loss 18 h	MT stabilizer Hoechst-high %	bCat nuc transl cell count 5 µM	Ins promoter up cell count	TNAP activators	Hep lipid drop cells 6.5 µM	bCat nuc transl	T cell modulator	Ins promoter up
1	COc1c(Br)cc(Br)cc1/C=N/n1c(C)nnc1C	48.8	i	5.1	-5.5%	1.6%	10.8	3.9	19.1	2.3	1231	976	1.1	679	-8.3	i	-1.01
2	Cc1ccc(-c2csc3ncn(CC#N)c(=O)c23)cc1	57.7	i	4.5	9.5%	-2.5%	15.2	0.2	-8.3	1.9	952	1425	1	618	-0.3	i	-0.39
3	Cc1ccc(SC(C)C(=O)NCCC2=CCCCC2)cc1 (stereo not given)	4.7	i	3.1	1.0%	9.0%	4.5	-24.7	2.3	1.8	1056	1460	1.1	597	0.8	i	-0.05
4	COc1c(O)cc2c(c1O)C(=O)CC(c1ccccc1)O2 (stereo not given)	/	i	4.9	23.9%	8.7%	7.8	-4.5	-5.6	2.2	1139	1375	1.1	719	-3.2	/	0.65
5	O=C(N/N=C/c1ccccn1)c1cc([N+](=O)[O-])cc([N+](=O)[O-])c1	51.7	i	1.4	0.5%	-3.2%	4.7	12.1	3.0	3.0	1104	1261	1	664	0.2	i	0.19
6	CC(=O)c1cccc(NC(=O)C2CCCN(S(C)(=O)=O)C2)c1 (stereo not given)	21.7	i	2.6	5.9%	6.1%	1.9	22.7	-5.2	1.7	1061	1947	1.1	637	-0.4	i	1.04
7	N#Cc1ccc(C23CC4CC(CC(C4)C2)C3)[nH]c1=O	11.0	i	4.9	11.2%	1.9%	10.8	/	-2.0	3.2	964	1327	1.1	/	-3.1	i	0.96
8	Cc1c(/C=N\NC(=O)c2csc3ccccc23)cnn1C	23.4	i	5.1	2.4%	1.8%	8.6	/	5.9	5.7	/	/	1	/	/	i	/
9	COc1ccc(/C=C2\SC(=NCc3ccccc3)NC2=O)cc1	9.8	i	2.2	-9.4%	1.2%	7.4	0.2	6.2	4.4	1006	1321	1.1	670	2.2	i	-0.34
10	CCOc1ccc(NC(=O)CN(C)CC(=O)Nc2cccc(Cl)c2C)cc1OCC	21.1	i	2.4	12.0%	7.9%	10.0	/	-4.2	1.7	1274	1702	1	/	0.3	i	0.07
11	COc1cc(CN2CCCC(CO)(Cc3cccc(Cl)c3)C2)cc2c1OCO2 (stereo not given)	15.0	i	2.6	17.6%	21.8%	4.2	-9.7	11.3	2.5	953	1500	1.1	729	0.4	i	-1.41
12	Cc1cnc(CNC(=O)c2ccc(OC3CCN(C(=O)C4CC4)CC3)cc2)cn1	54.1	i	2.7	10.3%	15.0%	5.0	8.8	-2.0	1.7	762	1492	1	735	-0.7	i	-0.59
13	COc1ccc2cc(CO)c(Cl)nc2c1	63.3	i	4.2	-1.2%	-6.6%	3.8	-3.6	6.9	3.5	1084	1223	1.2	678	-3.6	i	0.58
14	COc1ccc(NC(=O)C(CC(=O)O)C(C)c2ccccc2)cc1 (stereo not given)	50.2	i	5.8	-5.3%	1.8%	7.5	27.4	11.3	0.9	1015	1713	1.1	712	-1.6	i	-0.07
15	Cc1nc(N2CCN(S(=O)(=O)c3ccc(F)cc3)CC2)c2c(C)c(C)sc2n1	8.3	/	/	-5.1%	-2.0%	/	/	/	/	1151	845	1.1	/	-1.1	i	0.3
16	CCc1ccc(-c2ccc(SCC(=O)Nc3nnc(C)s3)nn2)cc1	48.1	i	4.1	-6.3%	-7.8%	2.3	0.3	-33.6	1.6	1110	1560	1.1	648	-4.2	i	-0.06
17	O=C(OCn1nnc2ccccc2c1=O)c1cc(-c2ccccc2Cl)nc2ccccc12	53.7	i	3.0	-1.0%	2.3%	5.4	-66.9	19.1	3.0	983	1391	0.9	686	0.6	i	-0.43
18	COc1ccc(CCNS(=O)(=O)c2cn(C)c(=O)n(C)c2=O)cc1OC	28.9	i	2.4	6.8%	9.4%	10.2	/	24.5	2.7	/	834	1.1	/	/	i	0.35
19	CCCCC(=O)Nc1nnc(C)s1	16.8	i	4.3	-3.8%	-6.9%	6.3	/	0.1	4.0	1167	1210	1.1	/	-1.2	i	0.65
20	COCc1cc(C)nc(SCC(=O)Nc2ccc3c(c2)OCO3)c1C#N	53.8	i	2.8	13.8%	19.3%	62.3	-6.6	-2.9	2.2	/	1255	1.1	701	/	i	0.05
21	COc1cc2c(cc1OC)-c1cc(NC3CCCC3)nc(=O)n1CC2	22.3	i	6.2	-9.5%	-5.9%	4.9	/	0.8	3.5	1124	1060	1	/	-2.8	i	0.19
22	Cc1ccsc1C(=O)OCC(=O)NCc1ccco1	30.5	i	2.8	-2.1%	7.5%	2.5	11.7	76.7	2.2	1046	1633	1.2	689	-4.2	i	0.54
23	CC(=O)NCC(=O)N(Cc1ccco1)C1(C(=O)NC2CCCCC2)CCCCC1	52.0	i	1.2	-12.6%	-4.6%	7.0	9.0	-7.8	1.6	1143	901	1.1	692	-0.4	i	-0.52
24	CC(=O)c1ccc(NC(=O)COC(=O)c2c3c(nc4ccccc24)/C(=C\c2cccs2)CCC3)cc1	48.8	i	3.4	12.4%	11.8%	5.2	36.3	-8.3	2.2	/	1133	1.1	634	/	i	-0.92
25	C/C=C(\C)C(=O)N1CC2(CC(c3cccc(NC(=O)COc4ccc(Cl)cc4)c3)=NO2)C[C@@H]1C(N)=O (stereo not given in full)	38.6	/	/	/	/	/	-3.0	/	/	1170	1077	/	681	0.0	i	-0.5
26	O=C(COC(=O)CCCNC(=O)c1ccc(Cl)cc1)Nc1cc(Cl)ccc1Cl	42.6	i	1.7	8.0%	9.7%	11.9	2.1	-5.1	2.4	558	1319	1.1	680	-3.4	i	0.11
27	Cc1ccc(C(=O)O/N=C\c2ccc(N3CCCCC3)c([N+](=O)[O-])c2)cc1	9.4	i	4.0	-3.0%	5.1%	10.1	/	22.7	2.3	/	/	1	/	/	i	/
28	CCC(C(=O)Nc1ccc(OC)c(Cl)c1)c1ccccc1 (stereo not given)	0.0	i	3.4	0.7%	5.8%	9.6	-25.1	7.8	2.3	943	1439	0.8	580	-1.8	i	0.17
29	O=[N+]([O-])c1ccccc1/C=N\N1CCN(c2ccccc2)CC1	16.8	i	3.6	6.5%	11.1%	7.6	12.6	9.2	1.8	974	1413	1	716	0.9	i	-0.1
30	O=C(Nn1c(C2CCCCC2)nc2ccccc2c1=O)c1cc(Cl)ccc1[N+](=O)[O-]	48.3	i	2.5	0.2%	-3.1%	2.4	-3.0	-0.3	2.3	482	1139	1.1	579	0.9	i	0.58
31	COc1ccc(S(=O)(=O)Nc2ccc(S(=O)(=O)Nc3nc(C)cc(C)n3)cc2)cc1OC	27.2	i	3.1	3.1%	7.7%	6.0	-9.2	0.3	2.5	/	1356	1.1	753	/	i	-0.44
32	O=C(CSc1nc2c(c(=O)n1-c1ccc(Br)cc1)SCC2)NCc1ccco1	39.6	i	2.5	1.5%	-0.2%	4.9	-7.0	-6.1	2.2	1174	/	1	798	-10.6	i	/
33	C/C=C/c1ccc(OCCCNCC(C)O)c(OC)c1 (stereo not given)	42.0	i	6.4	2.1%	5.7%	6.2	-5.3	-0.9	1.7	1178	1305	1.1	744	2.5	i	0.8
34	CCOC(=O)c1sc2nc(CSCC(=O)OCc3ccc(C(=O)OC)o3)[nH]c(=O)c2c1C	38.5	i	1.9	10.7%	15.0%	6.9	/	-0.5	1.3	1165	949	0.9	/	0.3	i	0.08
35	COc1ccccc1NC(=O)c1sc(NC(=O)c2ccco2)c(C#N)c1C	5.1	i	2.1	3.8%	5.6%	7.3	19.1	16.3	2.1	1210	/	1.1	811	-13.3	i	/
36	Cc1cc(NC(=O)Cn2nc(C(F)(F)F)c3c2CCC3)no1	32.7	i	3.4	1.2%	11.6%	7.2	-9.0	2.8	2.1	1120	1172	1	793	3.6	i	0.95
37	O=C(/C=C\Nc1cccc(F)c1)c1cccs1	44.1	i	3.1	7.9%	6.2%	4.7	4.2	-18.9	1.2	1101	1911	1.1	609	2.2	i	0.14
38	COc1ccc(NC(=S)N2CCCC2)cc1OC	25.7	i	2.4	43.4%	14.6%	5.9	23.2	5.8	1.2	1116	1616	1.2	733	-6.7	i	-0.15
39	CC(=O)c1ccc(OCc2ncc(C(F)(F)F)cc2Cl)cc1	13.7	/	/	/	/	/	-0.5	/	/	1333	1349	/	680	1.8	i	-0.53

Part of the list above in order of number of heavy atoms, largest number first:
cpd	mol	T cell modulator vesicle-bound %	Autophagy HCS	MT stabilizer	PMI inhibition	human PMI inhibition	MT stabilizer cytotoxicity %	Hep lipid drop	Autophagy HCS cell loss 18 h	MT stabilizer Hoechst-high %	bCat nuc transl cell count 5 µM	Ins promoter up cell count	TNAP activators	Hep lipid drop cells 6.5 µM	bCat nuc transl	T cell modulator	Ins promoter up
35	COc1ccccc1NC(=O)c1sc(NC(=O)c2ccco2)c(C#N)c1C	5.1	i	2.1	3.8%	5.6%	7.3	19.1	16.3	2.1	1210	/	1.1	811	-13.3	i	/
36	Cc1cc(NC(=O)Cn2nc(C(F)(F)F)c3c2CCC3)no1	32.7	i	3.4	1.2%	11.6%	7.2	-9.0	2.8	2.1	1120	1172	1	793	3.6	i	0.95
28	CCC(C(=O)Nc1ccc(OC)c(Cl)c1)c1ccccc1 (stereo not given)	0.0	i	3.4	0.7%	5.8%	9.6	-25.1	7.8	2.3	943	1439	0.8	580	-1.8	i	0.17
